PAFAH1B2 inh = blocks human PAF acetylhydrolase 1b catalytic subunit 2; recombinant PAFAH1B2, FP-rhodamine activity probe, fluorescence polarization; inhibition, % at 3.39 µM; 340,000 tested, 1.2% active; AID 492953;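 active = inhibition above the mean of all tested compounds plus 3 SD, cut at about 24% in these data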;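 also: 0% = enzyme with DMSO and 100% = wells lacking PAFAH1B2; many of its hits are not listed in these tables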
Target sequence (P68402 whole entry, looked up): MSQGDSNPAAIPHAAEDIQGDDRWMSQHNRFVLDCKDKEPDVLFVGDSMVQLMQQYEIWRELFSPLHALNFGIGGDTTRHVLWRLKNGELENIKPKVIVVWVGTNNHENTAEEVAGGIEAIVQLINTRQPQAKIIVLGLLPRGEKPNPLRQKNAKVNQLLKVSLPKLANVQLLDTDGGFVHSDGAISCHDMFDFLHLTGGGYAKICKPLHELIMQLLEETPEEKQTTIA
Fam108B counter = Fam108B inhibition, counter-screen for RBBP9 inhibitors | recombinant Fam108B, FP-Rh probe fluorescence polarization | inhibition, % at 9.51 µM | 300,000 tested, 0.33% active | AID 1947;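 active = inhibition above the screen mean inhibition plus 3 SD, computed separately per campaign, cut at about 18% in these data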;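 also: inhibitors lower polarization as less probe binds the enzyme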
Bcl-xL primary = blocks human Bcl-xL binding to Bim BH3 peptide. 320,000 tested, 0.7% active. GST-Bcl-xL / FITC-Bim BH3 peptide fluorescence polarization. Q07817. AID 2129. inhibition, % at 10.9 µM;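 active = inhibition above the mean of all tested compounds plus 3 SD, cutoff set per campaign, cut at about 30% in these data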;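 also: 0% = DMSO wells and 100% = unlabeled Bim-BH3 peptide competitor; inhibitors lower millipolarization by displacing the labeled peptide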
GLD-1 TGE inh = GLD-1-TGE RNA interaction inhibition (C. elegans); Q17339; purified GLD-1 + fluorescein TGE RNA, fluorescence polarization; inhibition, % at 5.96 µM; 320,000 tested, 0.44% active; AID 2280;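 active = percent inhibition above a per-plate cutoff, the plate mean of test compounds plus 3 SD, cut at about 30% in these data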;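 also: 0% = DMSO wells with GLD-1 and probe and 100% = wells lacking GLD-1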
PME-1 inh = blocks human protein phosphatase methylesterase 1. Q9Y570. recombinant PME-1, FP-Rh probe fluorescence polarization. inhibition, % at 5.9 µM. 320,000 tested, 0.53% active;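 active = inhibition above the campaign mean of all compounds plus 3 SD, cut at about 26% in these data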;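 also: competitive labeling of PME-1 active site by serine hydrolase directed probe; 0% = PME-1 with DMSO and 100% = wells lacking PME-1 enzyme; inhibitors block probe labeling so polarization falls and inhibition rises; many of its hits are not listed in these tables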
MEX-5 binding = C. elegans MEX-5 TCR-2 RNA binding activity | Q9XUB2 | MEX-5/FITC-TCR2 RNA binding, fluorescence polarization; hits give low values | activity score (negative = inhibition of binding), % at 10 µM | 300,000 tested, 0.38% active;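 active = inhibition past about -25% in most replicates, and total fluorescence under double the plate's negative control median, limit read from the data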;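 also: 0% = DMSO and -100% = 5 µM competing unlabeled TCR2 RNA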
AHR act = activates the human aryl hydrocarbon receptor | AHR-responsive luciferase reporter cells, luminescence | activation, % at 5 µM | 320,000 tested, 2.5% active | AID 2796; in the data active = activation above about 47%;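 also: 0% = vehicle wells and 100% = reference agonist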
Target sequence (P35869 whole entry, looked up): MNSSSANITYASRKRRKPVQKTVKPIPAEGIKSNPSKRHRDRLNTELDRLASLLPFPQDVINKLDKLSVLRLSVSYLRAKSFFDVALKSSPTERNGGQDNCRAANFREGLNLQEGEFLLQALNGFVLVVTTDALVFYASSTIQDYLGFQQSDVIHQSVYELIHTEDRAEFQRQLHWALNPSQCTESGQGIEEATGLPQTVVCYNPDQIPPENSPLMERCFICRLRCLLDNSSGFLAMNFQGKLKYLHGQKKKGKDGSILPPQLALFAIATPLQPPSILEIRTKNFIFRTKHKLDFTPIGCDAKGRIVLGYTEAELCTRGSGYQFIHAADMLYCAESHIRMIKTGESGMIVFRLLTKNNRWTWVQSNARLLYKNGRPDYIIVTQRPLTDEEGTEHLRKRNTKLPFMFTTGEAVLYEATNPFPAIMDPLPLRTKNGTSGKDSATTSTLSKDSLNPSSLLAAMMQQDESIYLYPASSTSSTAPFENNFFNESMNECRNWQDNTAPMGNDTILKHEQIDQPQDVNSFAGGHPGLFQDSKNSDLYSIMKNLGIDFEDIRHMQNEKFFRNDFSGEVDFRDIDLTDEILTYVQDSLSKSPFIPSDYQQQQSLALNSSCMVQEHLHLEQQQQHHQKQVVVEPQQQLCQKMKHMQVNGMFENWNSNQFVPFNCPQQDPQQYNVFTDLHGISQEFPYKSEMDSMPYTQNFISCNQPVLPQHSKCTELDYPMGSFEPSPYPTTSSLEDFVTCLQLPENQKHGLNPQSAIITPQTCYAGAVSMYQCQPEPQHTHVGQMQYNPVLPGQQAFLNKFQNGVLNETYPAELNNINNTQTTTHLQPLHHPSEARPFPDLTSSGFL
pPAFAH inh = inhibitors of human plasma PAF acetylhydrolase (pPAFAH) | 330,000 tested, 1.5% active | inhibition, % at 3.39 µM | recombinant pPAFAH, FP-rhodamine probe fluorescence polarization | Q13093 | AID 463082;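 active = inhibition above the mean inhibition across the screen plus 3 SD, cut at about 25% in these data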;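 also: inhibitors block binding of the rhodamine activity-based probe so polarization drops; 0% = enzyme with DMSO and 100% = wells lacking pPAFAH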
MCL1-BIM inh = inhibitors of human MCL1 binding to BIM-BH3 peptide; GST-MCL1 / FITC-Bim-BH3 fluorescence polarization; inhibition, % at 10.9 µM; 320,000 tested, 0.68% active;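 active = inhibition above the mean inhibition of all tested compounds plus 3 SD, set per campaign, cut at about 40% in these data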;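 also: 0% = DMSO wells and 100% = unlabeled Bim-BH3 peptide control; higher means more loss of mP so more displacement of Bim peptide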
* marks the source's active call; other numbers are inactive results; . = not tested or not shown. A portion of the library. The share of hits here may be higher or lower than overall.

SMILES | PAFAH1B2 inh | Fam108B counter | Bcl-xL primary | GLD-1 TGE inh | PME-1 inh | MEX-5 binding | AHR act | pPAFAH inh | MCL1-BIM inh
C=CCOc1ccc(/C=N/NC(=O)CC(=O)NC2CCCCC2)cc1 | 2 | -2 | 4 | 5 | -7 | -2.0 | 2 | 1 | -1
Cc1cccc(C)c1OCC(=O)Nc1ccccc1N1CCCCC1 | 1 | 1 | 2 | -5 | 7 | 3.9 | 0 | 0 | -3
CCc1cccc2c(C(=O)CN3C(=O)C(=O)N(C4CCCC4)C3=O)c[nH]c12 | 3 | . | 1 | -8 | -3 | . | 1 | -2 | -3
Cc1ccc2[nH]c3c(=O)n(CC(=O)NCCCN4CCN(c5ccc(F)cc5)CC4)ncc3c2c1 | 19 | -2 | -1 | -1 | -3 | -0.3 | 1 | 4 | -4
CCc1ccc(CN2CCCC(CNC(=O)c3cc(OC)cc(OC)c3)C2)cc1 (configuration not stated) | -2 | -2 | 9 | -6 | -3 | 1.6 | 1 | 0 | 5
Cc1csc(=Nc2ccccc2)n1C | 0 | 2 | 5 | 0 | -1 | 2.6 | -8 | 2 | 8
O=C(CNC(=S)NC(=O)c1ccc(Cl)cc1)c1ccccc1 | 0 | -5 | -1 | -1 | 3 | 0.8 | 4 | -2 | 7
c1csc(C2=Nn3c(nnc3-c3ccncc3)SC2)c1 | 6 | 7 | 4 | 1 | 2 | -1.5 | 11 | -1 | 3
O=C(NN=C1c2ccccc2-c2ccccc21)c1ccccc1 | 2 | -1 | -6 | 1 | -3 | 0.1 | 59* | 8 | 1
CC(/C=N\NC(=O)c1ccc(C)nc1)=C\c1ccccc1 | 2 | -5 | -3 | -1 | 4 | 0.4 | 12 | 0 | -4
CNC(=O)C1C2C=CC3(O2)C1C(=O)N(CCOC)C3C(=O)NCc1ccc(OC)cc1 (configuration not stated) | 6 | 2 | 6 | 0 | -8 | -1.4 | 2 | 6 | 8
CCc1ccc(-c2nc(CS(=O)CC(=O)NC3CC3)c(C)o2)cc1 (configuration not stated) | 0 | 0 | 0 | 13 | 0 | 0.3 | 7 | 7 | 3
Cc1ccc2nc(Cl)c(C3CC(c4cccs4)=NN3C(=O)CCC(=O)O)cc2c1 (configuration not stated) | -3 | -2 | 6 | 6 | -1 | -3.6 | 2 | -2 | 7
CCC(C)Sc1nnc(NC(=O)C2CCN(C(=O)c3ccco3)CC2)s1 (configuration not stated) | -3 | 0 | 0 | 6 | 6 | 0.4 | 1 | 0 | 6
COc1ccc(OC)c(S(=O)(=O)Nc2cc3c4c(c2)C(C)C(=O)N4CCC3)c1 (configuration not stated) | 0 | 0 | 16 | 0 | 8 | -0.9 | 0 | 2 | 12
O=C(Nc1ccccc1C(=O)N1CCCCC1)c1cc(F)c(F)cc1Cl | 3 | -1 | 0 | 6 | 4 | 1.2 | 11 | -7 | -6
CC(C)CCN1NC2(CCC(C)CC2)NC1=S (configuration not stated) | 8 | 2 | 7 | -6 | 0 | 1.8 | 1 | -7 | 9
COc1ccc(OC(C)C(=O)N(C)Cc2nc(-c3ccc(OC)cc3)no2)cc1 (configuration not stated) | 4 | 1 | 4 | -1 | 6 | 5.1 | 2 | 6 | 0
O=C(OCc1cc(Cl)ccc1OC(F)F)c1ccc([N+](=O)[O-])o1 | . | -1 | 2 | 2 | -3 | -0.9 | -1 | 10 | 1
CC(=O)N(CC1CCCO1)c1nnc(-c2ccccn2)s1 (configuration not stated) | -3 | 2 | 6 | -5 | -4 | -2.5 | -4 | 1 | 10
O=C(NCCc1ccco1)C(=O)NCC1OCCCN1S(=O)(=O)c1cc(F)ccc1F (configuration not stated) | 3 | 1 | 3 | 6 | -2 | 2.4 | 3 | 4 | -4
CCc1ccc2nc3nc(C)cc(C)c3c(N)c2c1 | 8 | 2 | 7 | 8 | -6 | -5.7 | 68* | -3 | 6
COc1cccc(NC(=O)CCS(=O)(=O)c2ccc3c(c2)oc(=O)n3C)c1 | 0 | 0 | 0 | 1 | 4 | -2.2 | 4 | 3 | -3
Cc1ccc(NC(=O)CNS(=O)(=O)c2ccc(F)cc2)cc1C | 8 | 0 | 6 | 1 | -4 | -0.9 | 7 | 6 | -1
Cc1ccnc(NC(=O)CNC(=O)c2sc3ccccc3c2Cl)c1 | 1 | -3 | 2 | 1 | -11 | -2.5 | 2 | -3 | 14
COCCn1c(=NC(=O)C(C)(C)C)sc2cc([N+](=O)[O-])ccc21 | 4 | 7 | 2 | 3 | -7 | 3.4 | 2 | 1 | 0
CCOc1ccc2nc(NCCO)[nH]c2c1 | 6 | 4 | 0 | -5 | -3 | 2.5 | 12 | 0 | -1
O=C(Cc1ccc(N2CCNC2=O)cc1)N1CCCC(Nc2ccc(F)c(F)c2)C1 (configuration not stated) | 2 | 5 | 3 | -3 | 0 | -0.1 | 1 | 1 | 2
Cc1ccc(NC(=O)c2c(F)cccc2Cl)cc1S(=O)(=O)N1CCOCC1 | 4 | . | 5 | -1 | 10 | . | -1 | 4 | 0
Cc1ccc(NC(=O)c2ccc(Cl)c(S(=O)(=O)N3CCCCC3)c2)nc1 | -2 | . | 3 | 5 | 5 | . | 4 | 5 | -7
O=C(CN1CCC(C(=O)c2ccc(F)cc2)CC1)Nc1ccc(F)cc1 | -2 | -3 | 3 | -1 | -1 | 0.1 | -2 | 2 | 9
CCC(C)C(NC(=O)C1CCC(C)CC1)C(=O)NCc1ccccn1 (configuration not stated) | 1 | 1 | 7 | 0 | 5 | 1.5 | 0 | 4 | 7
Cc1cc(C)c2c(CC(=O)N(CCC#N)Cc3cccnc3)coc2c1 | 3 | -1 | 6 | 7 | 2 | -0.5 | 0 | 5 | 0
O=C(CCCSc1nnnn1-c1cccc2ccccc12)c1ccc(F)cc1 | 3 | -4 | -1 | 0 | -4 | 3.3 | -2 | 6 | -6
CC(=O)Oc1ccc(-c2cccc(C(=O)N(C)c3ccc(O)cc3)c2)cc1 | 1 | -1 | -1 | -2 | 5 | 0.0 | 5 | 2 | -3
Cc1c(Cc2ccccc2)sc(/N=C/c2c(O)ccc3ccccc23)c1C(N)=O | -21 | 13 | -58 | -59 | 10 | -3.3 | 20 | 32* | -151
CC(=O)c1c(O)cc(O)c(C(C)=O)c1O | 0 | -6 | 22 | 23 | -1 | -7.3 | 0 | 17 | 21
NC(=O)C1CCN(CC(=O)Nc2ccccc2C(=O)NC2CC2)CC1 | -4 | . | 2 | 4 | 1 | . | 0 | 1 | 1
CC(NC(=O)c1ccccc1)C(=O)NC1=NCCS1 (configuration not stated) | 2 | 1 | 4 | 2 | 0 | -0.4 | 2 | -1 | 1
O=C(OCCNC(=O)c1ccc2ccccc2n1)c1ccc(F)cc1 | 1 | 3 | 4 | -2 | 1 | -0.7 | 2 | 1 | -4

Marked active in pPAFAH inh, among the entries above:
molecule	PAFAH1B2 inh	Bcl-xL primary	GLD-1 TGE inh	PME-1 inh	MEX-5 binding	AHR act	pPAFAH inh	MCL1-BIM inh
Cc1c(Cc2ccccc2)sc(/N=C/c2c(O)ccc3ccccc23)c1C(N)=O	-21	-58	-59	10	-3.3	20	32*	-151

The results go on:
SMILES | PAFAH1B2 inh | Fam108B counter | Bcl-xL primary | GLD-1 TGE inh | PME-1 inh | MEX-5 binding | AHR act | pPAFAH inh | MCL1-BIM inh
Cc1cc(-c2n[nH]c(=S)n2/N=C/c2ccc(C)s2)n[nH]1 | 4 | 1 | -23 | 4 | -9 | 0.8 | 10 | 7 | -19
CC1CCN(C(=O)c2ccc(NC(=O)c3ccccc3)cc2)CC1 | 2 | -1 | 4 | 1 | 0 | -3.9 | -5 | 1 | 6
Nc1nc(CSc2ncn(-c3ccccc3)n2)cs1 | 7 | 3 | 4 | 1 | 1 | 1.6 | 11 | 4 | 1
COC(=O)c1ccc(NC(=O)C[n+]2ccccc2)cc1 | 2 | -1 | 4 | 2 | -2 | 2.6 | 1 | 1 | -14
COc1cc(C(=O)N2CCN(c3ncnc4sc(C)c(C)c34)CC2)cc(OC)c1OC | 16 | -1 | 2 | 6 | -2 | -0.1 | -2 | 5 | 3
CCCn1c(O)c(N=NC(=O)CNC(=O)c2ccncc2)c2ccccc21 | 1 | -5 | 5 | 3 | -5 | -1.2 | 6 | 4 | -1
Cc1sc2nc(SCC(=O)O)[nH]c(=O)c2c1C | 4 | 3 | 3 | -2 | -5 | -1.1 | -1 | -3 | -1
C=CCOc1cccc(C(=O)Nc2ncn[nH]2)c1 | 5 | 4 | 0 | -8 | -3 | -0.8 | 58* | -3 | -3
CCCc1cc(=O)[nH]c(SCCN2C(=O)c3ccccc3C2=O)n1 | 5 | 1 | -4 | 7 | 4 | 0.4 | 1 | 1 | -4
O=C(O)Cc1ccc2oc(-c3cccnc3)nc2c1 | 2 | -2 | 11 | 13 | -2 | -0.7 | -1 | -2 | 10
Cc1csc(NC(=O)C2CCCCC2)n1 | 4 | 2 | 1 | -8 | 3 | -1.1 | 0 | 6 | 5
CCOC(=O)/C=C/[C@H]1Cc2ccccc2CO1 | -6 | . | 0 | -5 | -1 | . | 1 | 0 | 4
CC(Oc1ccc(Br)cc1)C(=O)NCCCN1CCCC1=O (configuration not stated) | 7 | . | . | 4 | . | . | 0 | 2 | .
Cc1nc2c(C#N)c[nH]n2c(=O)c1Cc1ccccc1 | 4 | 4 | 3 | 1 | 2 | 0.2 | 1 | -5 | 0
CCCC[C@@H]1CNC(=O)C(=O)N1CCc1cc(C(F)(F)F)cc(C(F)(F)F)c1 | 3 | -5 | 4 | 9 | 2 | 0.4 | 1 | 12 | 3
N#Cc1cc2c(nc1SCC(O)CS(=O)(=O)Cc1ccc(Cl)cc1)CCCC2 (configuration not stated) | 30* | 1 | -3 | 1 | 7 | 1.6 | 5 | 14 | 3
C=CCn1c(C)csc1=Nc1ccc(C(C)=O)cc1 | 1 | 3 | 0 | -1 | -9 | 1.3 | -3 | 2 | 0
CCOC(=O)CNc1c(N2CCN(c3ccccn3)CC2)c(=O)c1=O | 2 | 3 | -2 | 1 | -4 | -2.1 | 3 | -1 | 2
CCOc1cc(NC(=S)NCCOC)c(OCC)cc1NC(=O)c1cccs1 | . | 5 | 0 | -2 | -1 | 0.8 | 8 | 3 | 9
COc1ccc(Br)cc1S(=O)(=O)N1CCCc2ccccc21 | 4 | 2 | 3 | 9 | -3 | 0.5 | 16 | -2 | 6
COc1ccccc1-n1nc(C(=O)O)c2ccccc2c1=O | -3 | -5 | 8 | 4 | 0 | -2.2 | 2 | 14 | 4
Cc1nc(CN2CCN(C(=O)CCc3nnc(Cc4c[nH]c5ccccc45)o3)CC2)cs1 | 8 | 6 | 4 | -5 | -1 | 3.1 | 8 | -3 | 8
CC(C)NC(=O)c1onc(CSc2ccc(C(C)C)cc2)c1C(=O)O | 15 | -1 | 5 | 2 | -1 | 0.9 | -1 | -3 | 4
CCn1c2ccccc2c2cc(NC(=O)C(C)Oc3ccccc3)ccc21 (configuration not stated) | 0 | 1 | 1 | 5 | 1 | 1.9 | 31 | 12 | 3
CCCC(C(=O)NCCc1ccc(S(N)(=O)=O)cc1)c1ccccc1 (configuration not stated) | 9 | -1 | 3 | 0 | 6 | 1.7 | -3 | 2 | 2
CCc1ccc(C(=O)N2CCN(c3ccc(NC(=O)c4ccco4)cc3)CC2)cc1 | 2 | 1 | 5 | -2 | 5 | 0.2 | 8 | 8 | 2
COc1ccc(S(=O)(=O)Nc2c(C)nc3nc[nH]n3c2=O)cc1 | 9 | 0 | 3 | 5 | 1 | 4.5 | -1 | -3 | 0
